# Assay outcomes as filed in PubChem.
# A350 autofl: A350 region autofluorescence; max dye-equivalent concentration, M; hit rate 11% among 59,000; AID 590; Compound autofluorescence, 340/450 nm, Alexa 350 dye-equivalents; stronger effect = higher value; in the data active = max dye-equivalent concentration above about 10 nM; inconclusive = mostly about 1.1 nM to 9.6 nM
# Fluorescein fluor: compound autofluorescence in fluorescein spectral region; Compound autofluorescence, 480/540 nm, fluorescein-equivalent; stronger effect = higher value; max fluorescein-equivalent concentration, M; hit rate 0.91% among 59,000; AID 593; in the data active = max fluorescein-equivalent concentration above about 10 nM; inconclusive = between about 1.1 nM and that limit
#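 Each compound is tested across a concentration series in 100 mM Tris buffer at pH 8.0. After 15 min at room temperature, plates are imaged with 480 nm excitation and 540 nm emission filters, and intensities are converted to fluorescein-equivalent values.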
# Epigenetic mod: derepresses silenced GFP locus in mouse C127i cells; hit rate 0.09% among 68,000; Potency, µM (top dose mostly 46.1 µM), without a hit: at the top dose GFP derepression (activation); mouse C127i GFP locus derepression, cytometry, 30 h; also: % of control where 0% means no effect
#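 Locus derepression in mouse mammary C127i cells whose integrated CMV-GFP reporter is normally silent; GFP expression after 30 h compound treatment was quantified by counting fluorescent cells.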
# USP2a inhib: inhibitors of human ubiquitin-specific protease USP2a; O75604; USP2a enzymatic assay, qHTS inhibition; Potency, µM (series often up to 38.3 µM), for inactives: top-dose activity change, negative = inhibition, actives largely listed as inhibitors; hit rate 0.1% among 60,000; AID 927;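 also: potency is read from the fitted curve at half-maximal effect; nearly all actives have a fitted effect of over 60% in size; plate controls were DMSO for no effect and NEM full inhibition control for full effect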
#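 20 nM USP2 core + cpd, 30 min RT; add 20 nM Ub-PLA2/20 uM NBD C6-HPC; read Ex460/Em535 at 0 h and 2.5 h. Normalized to NEM; qHTS curve fit/classification.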
# 4-MU autofl: compounds fluorescent in 4-MU spectral region | max dye-equivalent concentration, M | compound autofluorescence, 340/450 nm, 4-MU equivalents; stronger effect = higher value | hit rate 11% among 59,000; in the data active = max dye-equivalent concentration above about 10 nM; inconclusive = mostly about 1.1 nM to 9.6 nM
#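 Compounds in 100 mM Tris, pH 8.0, incubated 15 min at room temperature, then fluorescence read at 340 nm excitation/450 nm emission. Signal converted to 4-MU dye-equivalent concentration using an on-plate six-point 4-MU standard curve.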
# BRCT PPI green: BRCA1 BRCT-phosphoprotein interaction inhibition; P38398; BRCA1 BRCT-phosphopeptide binding, green fluorescence polarization; Potency, µM (doses to about 76.9 µM), without a hit: at the highest dose activity change, negative = inhibition, actives largely listed as inhibitors; hit rate 0.05% among 75,000; AID 875;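 also: potency is read from the fitted curve at half-maximal effect; plate controls were peptide without protein for full effect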
#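 Compounds were incubated for 12 min at room temperature with a complex of 100 nM fluorescein-tagged pBACH1 decapeptide and 250 nM His-tagged BRCT protein. Buffer was phosphate pH 7.3 with EDTA, DTT and Tween 20. Disruption of binding lowers the polarization signal.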
# BRCT PPI red: BRCT-phosphoprotein interaction inhibition (red fluorophore); BRCT-phosphopeptide binding, red fluorescence polarization; P38398; Potency, µM (series often up to 76.9 µM), without a hit: at the highest dose activity change, negative = inhibition, usual class: inhibitors; hit rate 0.03% among 75,000; also: % is scaled to controls: 0 for no effect and ±100 for the full control effect
#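 Fluorescence polarization: 100 nM His-tagged BRCA1 BRCT with 100 nM TAMRA-labelled phospho-BACH1 decapeptide, phosphate buffer pH 7.3 with 150 mM NaCl, DTT, 0.01% Tween 20; 12 min RT. Binding inhibition seen as FP decrease.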
# Caspase-7 inhib: allosteric or competitive inhibitors of human caspase-7; P55210; recombinant caspase-7, Ac-DEVD-AFC fluorescence rate; Potency, µM (titrated, usually from 57.5 µM), for the others: at the top dose activity change, negative = inhibition, actives largely listed as inhibitors; hit rate 0.02% among 75,000; AID 889; active = well fitted inhibition curve with a large enough effect in the main read-out, with a control signal flat, not every such curve was filed as active; inconclusive = small, poorly fitted or top-dose-only effect, or a change in a side signal; also: potency is read from the fitted curve at half-maximal effect; % of control where 0% means no effect
# Ub-GFP proteasome: ubiquitin-GFP accumulation via proteasome inhibition | Ubiquitin-GFP reporter cells, proteasome inhibition, GFP fluorescence; response scale: untreated = 0%, 10 µM MG-132 = 100% | Potency, µM (titrated, usually from 45.9 µM), for the others: at the highest dose activation (GFP accumulation), most hits filed as activators | 67,000 tested, under 10 active | AID 526; active = well fitted activation curve with a large enough effect, not every such curve was filed as active; inconclusive = small, poorly fitted or top-dose-only effect, or another doubt; inactive = no such curve, though single readings can be large or run the other way; also: potency is read from the fitted curve at half-maximal effect
#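 Proteasome block read as GFP accumulation: ubiquitin(G76V)-GFP U2OS cells exposed to compound (2.9 nM–46 uM) for 4 hr at 37 C. Normalization used untreated cells as 0% and 10 uM MG-132 as 100%; concentration-response curves fitted.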
# Casp1 inh: blocks human caspase-1 allosterically or competitively; Caspase-1 enzyme, Ac-WEHD-AFC fluorogenic rate; Potency, µM (highest dose often 57.5 µM), for inactives: at the highest dose activity change, negative = inhibition, most hits filed as inhibitors; hit rate 0.03% among 75,000; AID 900;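 also: potency is read from the fitted curve at half-maximal effect; plate controls were vehicle for no effect and no substrate for full effect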
# HEK293 cAMP ctrl: counter-screen for TSHR agonists: cAMP increase in parental HEK293 | AID 938 | hit rate 2.5% among 73,000 | Potency, µM (doses to about 57.1 µM), without a hit: at the top dose activation, actives largely listed as activators | parental HEK293 CNG cAMP sensor, membrane potential fluorescence; also: potency is read from the fitted curve at half-maximal effect; % of control where 0% means no effect; nearly all actives have a fitted effect of over 55% in size
#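 Counterscreen for endogenous-receptor signalling: CNG-channel HEK 293 cells report cAMP rise by membrane depolarization. After 60 min dye equilibration with 100 uM RO 20-1724, compounds incubated 30 min before bottom-read fluorescence at 590 nm.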
# * marks the source's active call; other numbers are inactive results; i = inactive; ? = inconclusive; · = not tested or not shown; & = joins results of further samples; [ ] = remark or other dose. Unless noted, calls follow the shape of the dose curve; as a rule, active = well fitted curve in the direction sought with a large enough effect; inconclusive = small, poorly fitted or top-dose-only effect, or another doubt; inactive = no such curve, though single readings can be large; an effect the other way counts as inactive or inconclusive.
SMILES,A350 autofl,Fluorescein fluor,Epigenetic mod,USP2a inhib,4-MU autofl,BRCT PPI green,BRCT PPI red,Caspase-7 inhib,Ub-GFP proteasome,Casp1 inh,HEK293 cAMP ctrl
COc1cc(NC(=O)c2ccco2)c(OC)cc1NC(=O)CSc1nnc(-c2cccs2)n1C,4.6e-08M*,i,-1%,15%,5.4e-08M*,-2.1%,-0.6%,2%,1%,-1%,7%
COC(=O)CNc1nc(OC)nc(N(C)C)n1,i,i,3%,4%,i,0.2%,-1.3%,-2%,-8%,0%,5%
S=C(NC1CCCCC1)NC1CCCCC1,·,·,·,·,·,-3.8%,0.1%,-3%,·,-4%,23%
CC(C)C(=O)Nc1ccc2c(c1)nc1n2CCSC1,?,?,0%,1%,?,-0.5%,1.0%,-8%,·,-7%,-7%
Cc1ccc(OCc2nnc(SCC(=O)c3ccccc3)n2Cc2ccco2)cc1,i,i,0%,5%,i,2.3%,-2.7%,-4%,-1%,-5%,?
Cc1ccc(N2CC(C(=O)Nc3nnc(C(C)C)s3)CC2=O)cc1 (stereo not drawn),i,i,2%,15%,i,-2.0%,-1.9%,0%,7%,-1%,27%
O=C(NCc1ccccn1)C1CC(=O)N(C2CCCC2)C1 (stereo not drawn),·,·,-3%,·,·,-1.2%,-0.9%,-6%,-7%,-11%,10%
CCOC(=O)Cc1csc(NC(=O)c2csc3c2CCCC3)n1,i,?,-3%,47%[activator],i,2.8%,2.6%,-7%,2%,-6%,18%
Oc1ccc2c(c1)OCC1c3cc4c(cc3OC21)OCO4 (stereo not drawn),·,·,·,-11%,·,-1.5%[3.08 µM],-0.7%,0%,·,0%,·
O=C(CN1CCOCC1)Nc1cccc(Cl)c1Cl,i,i,-3%,-1%,i,-2.1%,1.9%,0%,-5%,-1%,5%
O=C(c1ccco1)N1CCN(c2ncnc3c2oc2ccccc23)CC1,i,i,-2%,8%,i,2.9%,-3.5%,-2%,-1%,0%,22%
COc1ccccc1Nc1ncnc2c1oc1ccccc12,8.4e-08M*,?,0%,-3%,7.3e-08M*,-2.8%,1.2%,-1%,2%,-2%,32µM*
Cc1nnc(SCc2cccc(Oc3ccccc3)c2)n1N,i,i,0%,4%,i,-4.0%,0.4%,1%,1%,0%,6%
Nc1ncnc2c1ncn2C1OC(CO)C(O)C1O (stereo not drawn),·,·,·,-8%&-30%,·,-2.3%&-3.3%[3.08 µM],0.4%&1.7%,-1%&1%,·,1%&5%,·
C[C@@H]1C[C@H]2[C@H]3C[C@@H](F)C4=CC(=O)C=C[C@]4(C)[C@@]3(Cl)[C@@H](O)C[C@@]2(C)[C@@H]1C(=O)COC(=O)C(C)(C)C,i,?,-2%[20.6 µM],36%[17.1 µM],i,-1.4%[34.4 µM],-0.6%[34.4 µM],0%[25.7 µM],-3%[20.5 µM],-2%[25.7 µM],3%[25.6 µM]
O=C(CCC(=O)NC1CCN(Cc2ccccc2)CC1)NCc1ccco1,i,i,0%,-8%,i,-2.1%,-0.6%,1%,-3%,-1%,7%
Cc1ccnc2nc(C(=O)OCCOc3cccc(Br)c3)nn12,i,i,-2%,7%,i,0.6%,-1.5%,1%,2%,-6%,-5%
CN(C)Cc1cc(C(C)(C)C)cc(CNC2CCCCC2)c1O,i,i,6%[9.22 µM],·,i,-2.1%[15.4 µM],0.2%[15.4 µM],-5%[11.5 µM],-7%[9.17 µM],1%[11.5 µM],?
CCOC(=O)CSc1nc(N)c(C#N)c(-c2ccc(OCC)cc2)c1C#N,7.5e-08M*,i,6%,6%,7.4e-08M*,0.7%,0.7%,-6%,3%,-2%,0%
O=C(COc1ccc(S(=O)(=O)NC2CCCCC2)cc1)NCc1ccccn1,i,i,0%,2%,i,-0.2%,0.2%,0%,-3%,1%,11%
Cc1ccc(CNC(=O)CSc2n[nH]c(N)n2)cc1,i,i,1%,-7%,i,-0.6%,-0.5%,0%,-8%,0%,4%
Cc1cnc(CNc2cc(-c3ccccc3Cl)ncn2)cn1,i,i,-5%[9.22 µM],2%,i,-2.9%,0.1%,-4%,2%,1%,?
COc1cc(NC(=O)c2ccco2)c(OC)cc1NC(=O)CCC(=O)Nc1cc(C)ccc1C,?,i,-2%,·,?,-4.0%,1.9%,-8%,4%,-8%,6%
N#Cc1ccc(CN2CC[C@@]3(CCCN(C(=O)c4ccncc4)C3)C2)cc1,i,i,2%[9.22 µM],18%,i,0.7%,-4.1%,-1%,-11%,-5%,10%
CCN(CC)S(=O)(=O)c1cccc(-c2nnc(SCCOc3ccccc3)o2)c1,i,?,0%,-19%,i,-1.0%,-0.4%,-1%,7%,-4%,7.9µM*
CCN1CCN(C(=O)C2=C(C(=O)O)CCCC2)CC1,i,i,-1%,-7%,i,-1.6%,1.4%,·,-1%,3%,2%
CC(=O)Nc1cccc(NC(=O)CSc2nnc(Cc3cccn3C)n2-c2ccc(C)cc2)c1,i,i,2%,29%,i,-0.2%,-0.2%,-1%,-1%,0%,1%
COc1ccccc1C(=O)NCCn1ccc2ccccc21,i,?,6%,34%[activator],i,-1.2%,-2.7%,-9%,17%,-1%,20%
COC(=O)[C@@]1(Cc2ccc(OC)cc2)[C@H]2c3cc(C(=O)N(C)C)n(Cc4c(CO)[nH]cc(C)c4=O)c3C[C@H]2CN1C(=O)c1ccccc1,·,·,·,·,·,0.0%,0.4%,1%,·,1%,14%
O=C(c1ccccc1)N1CCN(Cc2c[nH]c3ccccc23)CC1,i,i,3%,14%,i,-1.9%,0.8%,0%,0%,0%,4%
c1ccc2c(c1)nc(N1CCOCC1)c1c3ccccc3[nH]c21,i,i,6%,-9%,i,1.2%,-1.4%,1%,1%,-2%,1%
COc1ccc(N2CCN(CCCNC(=O)CCCn3c(=O)[nH]c4ccsc4c3=O)CC2)cc1,i,?,5%,7%,i,-0.8%,-0.1%,-3%,19%,-1%,5%
C[Si](C)(c1ccc(C(=O)O)cc1)c1ccc(C(=O)O)cc1,i,i,-2%[9.22 µM],·,i,3.5%[15.4 µM],-2.9%[15.4 µM],2%[11.5 µM],0%[9.17 µM],-3%[11.5 µM],23%[11.4 µM]
CCN1CCCC1CNC(=O)Cn1cccc1C(=O)c1ccccc1C (stereo not drawn),i,i,-2%,0%,i,-0.8%,0.4%,-2%,-2%,0%,?
Cc1onc(-c2ccccc2)c1C(=O)NCC1CCCO1 (stereo not drawn),i,?,0%,-4%,i,-2.0%,-0.8%,-1%,0%,2%,7%
CC1CCN(C(=O)CSc2nnc(-c3ccco3)o2)CC1,·,·,0%,·,·,0.6%,-0.2%,-1%,10%,-2%,10%
OCC1OC(n2cnc3c(NCc4ccco4)ncnc32)C(O)C1O (stereo not drawn),·,·,·,-12%,·,-0.5%,-1.5%,0%,·,-2%,·
CCC(C)C(NC)C(=O)O (stereo not drawn),·,·,·,-11%,·,1.0%,1.5%,1%,·,0%,·
O=C(Nc1ccc(S(=O)(=O)N2CCOCC2)cc1)C1COc2ccccc2O1 (stereo not drawn),·,·,-4%,34%[activator],·,0.6%,-0.2%,-2%,12%,-1%,20%
COc1cc(CNc2ccc3[nH]c(=O)[nH]c3c2)ccc1OCC(=O)NC(C)(C)C,?,i,0%,14%,?,-0.2%,-3.9%,-22%,-2%,?,8%
CN1CC(=O)N(CC(=O)NCc2ccc(F)cc2)c2ccccc2C1=O,i,i,-2%,9%,i,-3.0%,-0.3%,0%,-1%,2%,4%
Cc1ccc2cc(CCNC(=O)c3ccc(Br)o3)c(=O)[nH]c2c1,i,i,10%,23%,i,0.1%,0.7%,-1%,20%,-2%,7%
CCOC(=O)N1CCN(C(=O)COc2ccc(Br)cc2)CC1,·,·,0%,11%[7.66 µM],·,1.0%,-0.2%,1%,-9%[9.17 µM],-1%,8%[11.4 µM]
Cn1c(SCc2nc3ccccc3[nH]2)nnc1-c1cccs1,?,?,3%,11%,?,0.0%,-0.2%,0%,19%,-2%,6%
CC(C)(CC(=O)N1CCN(c2ccc(Cl)cc2)CC1)CC1=NS(=O)(=O)c2ccccc2N1,i,i,0%,32%[activator],i,0.8%,0.5%,-2%,-11%,-2%,?
Cc1oc(-c2ccc3c(c2)OCCO3)cc1C(=O)O,i,i,2%,-6%,i,-1.1%,0.2%,-4%,15%,-3%,18%
CCN(C(=O)CSc1nnc(Cn2nnc3ccccc32)o1)c1nc(-c2ccccc2)cs1,i,i,-2%,33%[activator],i,-0.8%,-0.2%,-2%,-4%,-4%,13%
Cc1cccc2cc(CN(Cc3ccc(F)cc3)C(=O)N(C)C)c3nnnn3c12,i,?,3%,39%[activator],i,1.9%,0.6%,-2%,0%,1%,?
O=C(OCC(=O)c1ccccc1Br)c1ccccn1,i,i,4%,10%,i,0.7%,-1.2%,0%,7%,9%,-7%
CC(C)C1N(S(=O)(=O)c2ccccc2)CCN1S(=O)(=O)c1ccccc1,i,i,3%,-3%,i,-0.9%,0.3%,-1%,?,-1%,?

# Some of the compounds tested; count on the stated rates, not on these rows.
